LAP4-GFP MLPCN: modulators of TOR pathway LAP4-GFP in S. cerevisiae; S. cerevisiae LAP4-GFP multiplex, flow cytometry GFP, 3 h; median GFP as percent of DMSO wells; GFP response vs DMSO, % at 10 µM; hit rate 0.34% among 320,000; AID 2023;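 active = GFP response vs DMSO above a set limit, about the screen mean plus 3 SD, cut at about 150% in these data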
RPL19A-GFP yeast: alters RPL19A-GFP fluorescence in TOR pathway yeast screen | S. cerevisiae RPL19A-GFP strain, flow cytometry, 3 h; active compounds read low | percent response vs DMSO, % at 10 µM | hit rate 0.3% among 330,000 | AID 2025;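 active = percent response vs DMSO below 50%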;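 note: median channel GFP fluorescence of the barcoded RPL19A-GFP strain; ratio of sample median GFP to plate DMSO average so 100% = DMSO; lower means less RPL19A-GFP as with rapamycin TOR inhibition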
EBNA-1 inhibitor: blocks EBNA-1 binding to DNA. inhibition, % at 14.8 µM. AID 1950. hit rate 0.34% among 300,000. EBNA-1 DNA binding, fluorescence polarization; in the data active = inhibition above about 28%
procasp3 activ: activates human procaspase-3; P42574; recombinant procaspase-3 D3A, Ac-DEVD-pNA absorbance 405 nm; activation, % at 8.5 µM; hit rate 0.11% among 330,000;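 active = activation above the mean of all tested compounds plus 3 SD, cut at about 21% in these data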;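 note: 0% = DMSO alone and 100% = DMSO wells spiked with extra 5 µM PC-3 D3A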
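Assay system – Procaspase-3 D3A mutant, all three cleavage aspartates alanine · Controls – DMSO-only low control, 5 µM PC-3 D3A high control · Schedule – 1 h compound preincubation, 2 h substrate hydrolysis at 25 °C · Signal – 405 nm absorbance of p-nitroaniline, reads at 0 and 120 min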
ZTA DNA inh: blocks Epstein-Barr virus ZTA, an EBNA-1 counter-screen; P03206; ZTA-DNA binding, fluorescence polarization; inhibition, % at 11 µM; hit rate 0.15% among 320,000; AID 2234; in the data active = inhibition above about 33%
AHR activator: activates the human aryl hydrocarbon receptor; P35869; AHR-responsive luciferase reporter cells, luminescence; activation, % at 5 µM; hit rate 2.5% among 320,000; AID 2796; in the data active = activation above about 47%;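 note: 0% = vehicle wells and 100% = reference agonist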
proCasp7 act: counter-screen for procaspase-3 activators: activators of human procaspase-7; P55210; recombinant procaspase-7, Ac-DEVD-pNA absorbance 405 nm; D23A/D198A/D206A triple mutant, cannot self-cleave; scale: DMSO 0, 5 µM enzyme 100; activation, % at 8.5 µM; hit rate 0.093% among 330,000;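 active = percent activation above the screen-wide mean plus 3 SD, cut at about 25% in these data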
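Assay system – Uncleavable procaspase-7 mutant enzyme · Quantity – 2 µM procaspase-7 mutant as dispensed · Times – 1 h preincubation, 2 h reaction · Dosing – single nominal 8.5 µM compound dose, 0.8% DMSO final · Buffer or medium – Zinc-free 50 mM HEPES buffer, pH 7.4, with NaCl and Triton X-100 · Detection – Epi-absorbance of released pNA at 405 nm, two timepoints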
MEP2-GFP yeast: yeast TOR pathway MEP2-GFP modulation | S. cerevisiae MEP2-GFP strain, flow cytometry GFP, 3 h; 100% = DMSO control level | GFP response vs DMSO, % at 10 µM | hit rate 0.51% among 330,000;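 active = GFP response versus DMSO above a set limit, roughly screen mean plus 3 SD, cut at about 180% in these data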;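 note: median GFP fluorescence of the barcode-gated MEP2-GFP cells per well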
Numbers without * were called inactive; nt = no result given; [ ] = dose if it differs, or a comment.

Values in the order – EBNA-1 inhibitor	procasp3 activ	MEP2-GFP yeast	ZTA DNA inh	proCasp7 act	AHR activator	LAP4-GFP MLPCN	RPL19A-GFP yeast
- O=C(COC(=O)c1cccc(S(=O)(=O)N2CCOCC2)c1)c1ccccc1
→ -11	-8	308*[may fluoresce violet]	-23	1	-1	75[may fluoresce violet]	53[may fluoresce violet]
- Cc1ccc(NC(=O)CCS(=O)(=O)c2cc3[nH]c(=O)c(=O)[nH]c3cc2C)cc1
→ 13	5	98	15	7	0	94	96
- Cc1ccc(S(=O)(=O)N2CCOCC2)cc1NC(=O)CN1CCN(c2ccc(O)cc2)CC1
→ -2	-14	112	6	-15	4	97	106
- Cc1ccccc1C(OCC(O)CN1CCN(CCO)CC1)c1ccccc1 (stereo unspecified)
→ 4	2	111	8	-4	1	104	105
- Cn1c(=O)n(C)c2cc(NS(=O)(=O)c3cccs3)ccc21
→ 2	-3	97	-4	-4	0	108	96
- CC(C)(C)NC(=O)CCn1nc(-c2ccc(Cl)cc2)c2ccccc2c1=O
→ 10	8	99	-3	6	0	89	103
- CCc1ccc(NC(=O)N(CCN(C)C)C(C)c2cccnc2)cc1 (stereo unspecified)
→ 6	5	97	8	5	1	95	97
- COc1ccc(-n2nnc3c(SCC(=O)c4ccccc4)ncnc32)cc1
→ 7	-6	103	6	-20	0	120	109
- CC(OC(=O)c1ccccc1NCc1ccco1)C(=O)Nc1ncc(Cl)cc1Cl (stereo unspecified)
→ 2	-2	89	18	18	2	94	nt
- Cc1c(C(=O)O)cnc2c([N+](=O)[O-])cnn12
→ -2	-4	93	-10	3	0	95	94
- CCc1nc2ccc(C(=O)N(C)CC(=O)Nc3ccccc3C(F)(F)F)cc2nc1CC
→ nt	2	102	nt	3	3	104	102
- CCCCn1c(N)c(N(CCOC)C(=O)c2ccc(Br)o2)c(=O)[nH]c1=O
→ -7	-1	98	-1	-3	2	104	97
- CCCCOc1nc2ccccc2nc1C(C#N)S(=O)(=O)c1ccccc1 (stereo unspecified)
→ 7	-2	102	12	-3	1	93	99
- CCOCCCNc1nc(C)nc2c1nnn2Cc1c(F)cccc1Cl
→ 12	3	102	0	3	4	104	94
- O=C(NNc1cc(C(F)(F)F)ccc1Cl)c1ccc(=O)[nH]c1
→ -11	-12	107	6	-3	0	93	105
- C[C@@H]1CCC2[C@](C)(CO)[C@@H](O)CC[C@]2(C)[C@@]12CC[C@@](CO)(CC(=O)O)O2 (stereo partly specified)
→ 2	-5	101	-7	-2	0	90	100
- Cc1cc(NC(=O)CSc2cn(CCNC(=O)c3ccc(Cl)cc3)c3ccccc23)no1
→ 2	10	98	7	-2	1	107	98
- CCOC(=O)c1oc2cc(OC(C)=O)ccc2c(=O)c1-c1ccc(OC)c(OC)c1
→ -4	-7	95	-6	10	-1	99	95
- O=C1C(C=Nc2ccccc2)=C(O)c2ccccc21
→ -13	4	110	-17	4	11	103	94
- O=C(CCCN1C(=O)/C(=C/c2cccs2)SC1=S)Nc1cc([N+](=O)[O-])ccc1O
→ 7	0	98	-16	7	4	99	97
- CN(Cc1nccn1C)C(=O)c1cc(COc2ccc3ncccc3c2)on1
→ 3	6	133	-7	9	1	119	103
- CCCNC(=O)c1onc(CSc2ccc(F)cc2)c1C(=O)NCCC
→ 9	3	103	13	8	-3	107	99
- CC(=O)c1c(C)[nH]c(C(=O)COC(=O)c2nccnc2N)c1C
→ nt	-7	100	-7	-3	2	104	98
- Cc1ccc(-n2[nH]c(C)c(/C=N/Nc3ccc([N+](=O)[O-])cc3[N+](=O)[O-])c2=O)cc1
→ 6	-10	93	0	-2	16	105	104
- Cc1cc(C)cc(OCC(=O)NCCc2nc3ccccc3[nH]2)c1
→ 4	-1	104	-4	1	20	103	100
- O=C(NN1CCOCC1)c1cc(Cl)ccc1Cl
→ 5	2	100	-5	-5	0	92	104
- CC1=C(CO)C(=O)OC([C@@H](C)C2CC[C@H]3C4C[C@H]5O[C@]56[C@@H](O)C=CC(=O)[C@]6(C)C4CC[C@]23C)C1 (stereo partly specified)
→ -4	9	112	5	-6	-3	105	101
- Cc1c(Cc2ccccc2)sc(NC(=O)c2ccco2)c1C(N)=O
→ 2	-2	103	5	12	1	111	98
- COc1cc2ccccc2cc1C(=O)Nc1ccc(N2CCN(C(=O)C(C)C)CC2)cc1
→ -14	7	93	4	-2	40	95	93
- COc1ccc2[nH]c3c(c2c1)CCn1c-3nc2ccccc2c1=O
→ -1	-1	107	12	0	17	99	100
- COc1ccc(/C=N/n2c(SC)nnc(C(C)(C)C)c2=O)c(OC)c1
→ 0	-11	100	13	-3	2	93	101
- COCCCNC(=S)Nc1cccc2ncccc12
→ 6	-2	105	11	-4	7	104	101
- COC(=O)c1ccc(OCC(=O)Nc2ccsc2C(=O)OC)cc1
→ 1	4	103	3	4	39	105	95
- COc1ccc(CCN=C(N)NS(=O)(=O)c2cc(F)ccc2F)cc1
→ 8	-1	93	14	-2	17	94	111
- Cc1c(Cl)cn2c(=O)cc(CN3CCN(c4ccc(F)cc4)CC3)nc2c1Cl
→ -16	2	108	-5	3	3	119	108
- COCCCNC(=O)CCc1nnc(Cc2ccc(-c3ccccc3)cc2)o1
→ -2	10	104	-19	8	0	96	102
- O=C(c1nc2ccccn2c1CNCCn1ccc2ccccc21)N1CCOCC1
→ 1	0	96	9	0	7	113	99
- COc1ccc(Cc2nnc(N/N=C/c3ccc(O)cc3O)[nH]c2=O)cc1OC
→ -1	7	105	-4	12	5	89	99
- COc1ccc(NC(=O)CN(C)CC(=O)Nc2ccc(Cl)cc2[N+](=O)[O-])cc1
→ 1	8	100	-6	4	-3	94	101
- Cc1c2cccn2cc[n+]1C
→ -5	-6	90	15	-7	5	88	97
- O=C(OC(C(=O)NC1CCCC1)c1ccncc1)C1=Cc2ccccc2OC1 (stereo unspecified)
→ -13	5	101	2	9	-3	94	96
- COC(=O)[C@H](CCSC)NC(=O)NCCc1ccc(F)cc1
→ 3	-4	108	-12	-1	1	98	98
- Cc1ccc(NC(=O)CN2C(=O)C(=O)N(C3CCCC3)C2=O)cc1Cl
→ nt	-2	93	-6	1	0	93	94
- O=C(N/N=C/c1ccc(O)cc1)c1ccc(COc2cc(Cl)ccc2Cl)o1
→ -10	0	106	-7	-6	115*	109	103
- CCn1c(SCC(=O)NCCc2ccccc2)nc2sc3c(c2c1=O)CCN(C)C3
→ -15	-17	99	-8	-2	0	96	97
- O=C1CCN(S(=O)(=O)c2cc(C(F)(F)F)ccc2Cl)CC1
→ nt	-7	99	2	-1	3	98	102
- CCOc1ccc(NC(=S)N(CCOC)C2CCN(C(C)C)CC2)cc1
→ 0	-4	106	-19	-15	2	92	105
- CCCCC(NS(=O)(=O)c1ccc(OC)cc1)C(=O)O (stereo unspecified)
→ 12	7	78	14	4	1	83	88
- CS(=O)(=O)N1CCN(C2C3CC4CC(C3)CC2C4)CC1 (stereo unspecified)
→ 1	10	91	2	2	0	107	99
- CC(C)(C)c1ccc(Cn2nnc3c(=O)[nH]c(C4CCCN(C(=O)Cc5cccs5)C4)nc32)cc1 (stereo unspecified)
→ -1	7	111	4	11	0	118	98
- CCOC(=O)Cc1ccc(NC(=O)c2ccccc2Br)cc1
→ -3	-3	93	15	0	-10	97	90
- Cc1cc(C)cc(N(C(=O)c2csnn2)C(C(=O)NC2CCCC2)c2ccccn2)c1 (stereo unspecified)
→ -9	-10	94	-7	-19	3	86	97
- Cc1cc(C)c(S(=O)(=O)n2nc(C)c(Br)c2C)c(C)c1
→ -10	-5	101	1	5	-1	95	96
- CCOC(=O)C1CCN(C(C(=O)NC2CCCC2)c2ccc(C)cc2)CC1 (stereo unspecified)
→ 2	9	95	1	6	2	102	104
- CCC(=O)Nc1cc(NC(=O)CSc2ncc(-c3ccc(F)cc3)n2Cc2ccco2)ccc1C
→ -2	1	95	12	-10	40	98	97
- CCOCCN(C=O)c1cccc(OC)c1
→ 0	11	109	-10	3	2	107	104
- C=CCNC(=O)c1onc(CSc2ccc(C)c(C)c2)c1C(=O)O
→ 1	7	nt	-3	2	0	nt	nt
- COc1ccc(NC2CCCN(C(=O)c3cccc(N4CCNC4=O)c3)C2)cc1 (stereo unspecified)
→ 0	-3	103	-5	-3	0	91	97
- COc1c(CC=C(C)C)cc(C2CC(=O)c3c(O)cc(O)cc3O2)c(CC=C(C)C)c1O (stereo unspecified)
→ 2	8	102	8	-3	1	102	98
- Cc1cc(C)nc(SCC(=O)N/N=C/C=C/c2ccccc2)n1
→ -3	-4	105	11	5	14	95	106

Carrying on:
Values in the order – EBNA-1 inhibitor	procasp3 activ	MEP2-GFP yeast	ZTA DNA inh	proCasp7 act	AHR activator	LAP4-GFP MLPCN	RPL19A-GFP yeast
- CC(C)OC(=O)NC(Nc1ccccc1C(=O)O)(C(F)(F)F)C(F)(F)F
→ -8	0	98	7	13	0	100	100
- CCOc1ccccc1C1CC(=O)NC(SCC)=C1C#N (stereo unspecified)
→ -4	2	108	-16	5	-2	104	102
- Cc1cccc(N2CCN(C(=O)c3ccncc3)CC2C)c1 (stereo unspecified)
→ 7	0	99	2	5	7	107	101
- CCCn1nc(-c2nnc(-c3ccc(C)c(C)c3)o2)c2ccccc2c1=O
→ 13	11	87	-5	10	5	82	84
- COc1cccc(-n2c(SCC(=O)N3CCCCC3)nc3c([nH]c4ccccc43)c2=O)c1
→ -3	11	107	-13	5	17	105	103
- CC(C)CC(=O)N=C1SC2CS(=O)(=O)CC2N1Cc1ccccc1Cl (stereo unspecified)
→ -1	-9	94	5	-2	0	nt	104
- CN(CC(=O)N1CCCCCC1)S(=O)(=O)c1ccc(Br)cc1
→ 7	-1	101	11	12	0	89	100
- OC(COc1ccc2cc(Br)ccc2c1)CN1CCOCC1 (stereo unspecified)
→ 8	-1	108	-3	-2	25	112	98
- CC(C)C(C)(C#N)NC(=O)CSc1nc2scc(-c3ccccc3)c2c(=O)[nH]1 (stereo unspecified)
→ 0	0	108	-6	2	3	102	101
- CN(C)C(CNC(=O)c1cc2ccccc2oc1=O)c1ccccc1 (stereo unspecified)
→ 9	6	90	19	-3	3	86	90
- O=C(NCc1ccccc1)C(c1ccco1)N(C(=O)c1ccccn1)c1ccc(F)cc1 (stereo unspecified)
→ 12	1	101	5	6	3	103	94
- O=C(CN1C(=O)/C(=C\c2cccc(F)c2)Oc2ccccc21)N1CCN(c2ccccn2)CC1
→ 3	-1	98	-1	-7	1	93	104
- CCc1ccc(C(=O)O)cc1
→ -1	5	103	-4	5	1	106	98
- CN(Cc1nc2ccccc2c(=O)[nH]1)C(=O)c1cc(C2CC2)nn1-c1ccccc1
→ nt	6	102	-13	-5	8	103	90
- Cn1ncc(Cl)c1C(=O)Nc1cccnc1
→ -8	-3	111	8	-6	5	95	87
- Cc1cc2occ(CC(=O)Nc3nnc(C4CC4)s3)c2cc1C
→ 3	-2	103	-9	0	1	106	101
- Cc1cccc(C)c1NC(=S)Nc1ccc(Cl)c(Cl)c1
→ 2	6	97	3	13	1	96	88
- COc1ccc(NC(=O)CSc2nnc(CCC(=O)O)c(=O)n2N)cc1
→ 9	-2	100	4	-3	1	92	102

3 entries already listed, ordered by their value in MEP2-GFP yeast, smallest number first.
SMILES	MEP2-GFP yeast
CN(C)C(CNC(=O)c1cc2ccccc2oc1=O)c1ccccc1 (stereo unspecified)	90
CC(C)OC(=O)NC(Nc1ccccc1C(=O)O)(C(F)(F)F)C(F)(F)F	98
O=C(NCc1ccccc1)C(c1ccco1)N(C(=O)c1ccccn1)c1ccc(F)cc1 (stereo unspecified)	101

Source: PubChem BioAssay
